# Screening data: PubChem, several laboratories
# GlmU inhibition: inhibition of mycobacterial GlmU enzyme – biochemical, glucosamine-1-phosphate acetyltransferase (AID 1376); 220,000 tested, 0.25% active; inhibition, %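 (tested at 30 µM in the primary screen)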; hits with a dose series show IC50 in µM; M. tuberculosis GlmU acetyltransferase enzyme assay; higher % means a stronger effect; in the data active means inhibition above about 13%; inconclusive means no clear call, values can overlap the other calls;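 further: 0% = complete reaction with vehicle and 100% = reaction without substrate; strong numbers were not always called active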
# Mtb RmlCD inh: inhibitors of Mycobacterium tuberculosis RmlC and RmlD coupled enzymes. inhibition, % at 3.6 µM. RmlC+RmlD coupled enzyme assay, percent inhibition; primary screen in compound mixtures. P9WH09+P9WH11. 160,000 tested, 0.03% active. AID 1533; in the data active means inhibition mostly above about 34%, no sharp cut-off; inconclusive means no clear call, values can overlap the other calls; inactive means mostly below about 22%; further: some results filed as inactive read as strong as hits
# Target sequence (P9WH09 whole entry, looked up): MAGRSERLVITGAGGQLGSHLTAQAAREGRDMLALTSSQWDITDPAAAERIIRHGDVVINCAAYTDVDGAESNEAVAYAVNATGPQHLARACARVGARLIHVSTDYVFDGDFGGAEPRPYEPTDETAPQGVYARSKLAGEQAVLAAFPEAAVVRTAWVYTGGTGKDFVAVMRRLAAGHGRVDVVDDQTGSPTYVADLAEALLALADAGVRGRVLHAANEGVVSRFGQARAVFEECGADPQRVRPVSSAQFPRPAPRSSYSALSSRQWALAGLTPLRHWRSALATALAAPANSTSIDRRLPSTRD
# Target sequence (P9WH11 whole entry, looked up): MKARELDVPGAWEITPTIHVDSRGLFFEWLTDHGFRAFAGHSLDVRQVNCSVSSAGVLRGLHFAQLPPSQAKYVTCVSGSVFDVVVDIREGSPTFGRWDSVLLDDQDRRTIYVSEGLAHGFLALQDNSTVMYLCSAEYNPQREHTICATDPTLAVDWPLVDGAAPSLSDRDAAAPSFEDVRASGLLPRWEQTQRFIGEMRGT
# Starred values were filed as active, the others as inactive; ? = inconclusive; · = no result given.
SMILES,GlmU inhibition,Mtb RmlCD inh
COc1ccccc1NC(=O)CC(=O)CSc1nnc(-c2ccc(C)cc2)n1-c1ccccc1,3.7%,-9.9
C=CCn1c(SCC(=O)NC(=O)NCc2ccco2)nc2sc(C)c(C)c2c1=O,-3.5%,4.2
Cc1ccc(-c2noc(CCC(=O)N3CCCC3)n2)cc1,3.4%,·
COc1ccc(NC(=O)C(c2cc3c(cc2[N+](=O)[O-])OCO3)N(C)C)cc1 (configuration not stated),2.1%,2.4
Cc1ccc(/C=N/NC(=O)CCCOc2ccc(Cl)cc2Cl)cc1[N+](=O)[O-],-1.8%,-8.3
CC(C)CCNS(=O)(=O)c1ccc(-c2ccc(S(=O)(=O)NCCC(C)C)cc2)cc1,3.6%,-4.6
O=C(Nc1cccnc1)c1ccccc1F,-3.0%,-8.7
O=C(NCCc1ccccc1)c1nc(-c2cccs2)no1,0.3%,3.8
COc1ccc(-c2cc(C(F)(F)F)nc(N3CCCCCC3)n2)cc1,-5.8%,2.0
O=C(CS(=O)(=O)c1ccccc1)Nc1nc(-c2ccc(F)cc2)cs1,3.6%,15.8
Cc1ccc(C2(C)NC(=O)N(CCOc3ccccc3)C2=O)cc1 (configuration not stated),-0.5%,-53.5
COc1ccc(OC)c(-n2c(=S)[nH]c3cc(C(=O)NCCCN4CCCC4=O)ccc3c2=O)c1,·,-0.4
C/C(=N\N1CCN(c2ccc(Cl)cc2)CC1)c1ccco1,-1.1%,40.7
COc1ccc(NC(=S)NNC(=O)OC(C)(C)C)cc1OC,2.1%,·
Nn1c(Cc2cccc3ccccc23)nnc1SCc1ccccc1Cl,-6.5%,-6.8
N#CC1(Cc2ccc(Cl)cc2)c2ccccc2C=CN1C(=O)c1ccccc1 (configuration not stated),1.0%,7.7
CCc1c(C)nc(N)nc1Cl,-6.3%,·
CC(=O)c1cc(CN2CCN(C3CCCCC3)C(CCO)C2)cs1 (configuration not stated),-8.6%,0.0
COc1ccccc1NC(=O)N1CCCC1C(=O)NCc1ccc(F)cc1 (configuration not stated),-2.2%,-7.6
C/C(=N\NC(=S)NCc1ccccc1)c1ccc2ccccc2c1OC(F)F,3.1%,-2.5
Cc1cc(=O)oc(C)c1C(=O)NCCN1CCOCC1,0.7%,4.0
CCOC(=O)c1sc2nc(CSc3ccccc3Cl)[nH]c(=O)c2c1C,2.5%,-9.2
Cc1ccc(C)c(OC2=NS(=O)(=O)c3ccccc32)c1,-3.7%,-4.9
Nc1ccc(Oc2ccc3c(c2)C(=O)N(CC2CCCO2)C3=O)cc1 (configuration not stated),-0.5%,-7.3
O=C(N/N=C\c1ccc([N+](=O)[O-])o1)C1COc2ccccc2O1 (configuration not stated),-0.7%,-8.8
CC(=O)c1ccc(N2CCN(C(=S)NCCCN(C)C)CC2)cc1,-4.5%,-11.4
O=C(/C=C/c1ccccc1Cl)NNC(=O)c1cccs1,-3.5%,24.8
CCc1ccc2c(CN3CCN(S(=O)(=O)c4ccc5c(c4)OCCO5)CC3)cc(=O)oc2c1,1.2%,-5.8
O=c1cnc2cc([N+](=O)[O-])ccc2[nH]1,-4.1%,-11.5
CCOC(=O)CN(C)S(=O)(=O)c1ccc(-c2cc(C(=O)OC)sc2C(F)(F)F)cc1,-3.0%,12.4
Cc1ccc(N2CCN(C(=O)c3cccc([N+](=O)[O-])c3)CC2)cc1Cl,-7.5%,·
CSc1ncc(Cl)c(C(=O)Nc2nnc(SC/C=C/c3ccccc3)s2)n1,2.6%,·
O=C(Nc1ccccc1)N1CCOCC1,-5.5%,·
COc1ccc(C(=O)NC(=S)N(C)Cc2ccccc2)cc1Br,-1.2%,-2.5
CNC(=O)/C(C#N)=C/c1c(N2CC(C)OC(C)C2)nc2ccccn2c1=O (configuration not stated),5.4%,2.1
CC1(C)CC(O)(CNCc2ccc3c(c2)OCO3)CCO1 (configuration not stated),-3.7%,·
O=C(CNS(=O)(=O)c1ccccc1)NCc1ccccn1,1.1%,·
O=C(CCc1nc2ccccc2c(=O)[nH]1)NCc1cccc(Cl)c1,-6.2%,·
COC(=O)/C(=C\Nc1ccc(Oc2ccc(F)cc2F)nc1)NC(=O)c1ccccc1,-2.7%,-4.8
CCOC1=NC(C(=O)O)c2ccccc2/C(=C(/C)Cl)N1 (configuration not stated),-4.1%,·
Cc1ccc(C(=O)Nc2cccnc2)cc1NC(=O)c1ccco1,-1.2%,-7.2
COc1ccc2nc(NC(=O)NC3CCCCC3)sc2c1,3.4%,-6.0
O=C(/C=C/c1ccc2c(c1)OCO2)N1CCN(c2ccc(Cl)cc2)CC1,2.0%,5.2
Cn1c(SCC(=O)c2ccccc2)nnc1-c1ccc(O)cc1,1.3%,5.0
Cc1cccc(N(CC(=O)Nc2cccnc2)S(C)(=O)=O)c1,1.4%,-6.0

# Molecules from the list above with fluorine:
SMILES,GlmU inhibition,Mtb RmlCD inh
O=C(Nc1cccnc1)c1ccccc1F,-3.0%,-8.7
COc1ccc(-c2cc(C(F)(F)F)nc(N3CCCCCC3)n2)cc1,-5.8%,2.0
O=C(CS(=O)(=O)c1ccccc1)Nc1nc(-c2ccc(F)cc2)cs1,3.6%,15.8
COc1ccccc1NC(=O)N1CCCC1C(=O)NCc1ccc(F)cc1 (configuration not stated),-2.2%,-7.6
C/C(=N\NC(=S)NCc1ccccc1)c1ccc2ccccc2c1OC(F)F,3.1%,-2.5
CCOC(=O)CN(C)S(=O)(=O)c1ccc(-c2cc(C(=O)OC)sc2C(F)(F)F)cc1,-3.0%,12.4
COC(=O)/C(=C\Nc1ccc(Oc2ccc(F)cc2F)nc1)NC(=O)c1ccccc1,-2.7%,-4.8

# The list continues.
SMILES,GlmU inhibition,Mtb RmlCD inh
O=C(CSc1nc2ccccc2o1)N1CCN(S(=O)(=O)c2ccc3ccccc3c2)CC1,-1.9%,·
CCOC(=O)/C=C(\C)Nc1cc(C)nn1-c1ccccc1,4.0%,-1.1
Cc1cc(C=C2C(=O)c3ccccc3C2=O)c(C)n1-c1ccccc1,-4.6%,4.8
Cc1ccc2nc(N(CCCN(C)C)C(=O)c3ccc(S(=O)(=O)N(C)C)cc3)sc2c1,-5.0%,-12.6
CNC(=O)CC(=O)Nc1ccccc1C(=O)O,-2.5%,4.2
Cc1cccc(-n2ncc3c(N(C)Cc4ccccc4)ncnc32)c1,-1.0%,·
Cc1ccc(N2C(=O)C3CC(c4ccccc4)=C4C5C=CC(C6C(=O)N(c7ccc(C)cc7)C(=O)C56)C4C3C2=O)cc1 (configuration not stated),2.6%,-11.1
CCOC(=O)C(=CNc1ccccc1N1CCOCC1)C(=O)OCC,2.3%,-1.8
CCOC(=O)C1(CCc2ccccc2)CCN(Cc2ccn[nH]2)CC1,0.1%,2.2
Fc1cccc(CSc2nc3ccncc3[nH]2)c1,-6.7%,·
CCOC(=O)n1cc(-c2cnc(CNC(=O)C(C)(c3ccccc3)c3ccccc3)o2)c2ccccc21,1.0%,·
NC(N)=NC(N)=Nc1ccc2ccccc2c1,-3.9%,·
CCCC(O)(CCC)C(=O)NN(C(=O)OC)c1ccccc1,-2.9%,?
Cc1ccc(S(=O)(=O)N2CCCCC2)cc1C(=O)OCC(=O)NC(=O)NC12CC3CC(CC(C3)C1)C2,-4.3%,-2.9
COC(=O)C1=C(c2cc3ccccc3o2)C[C@@H]2CC[C@H]1N2C(=O)N1CCCC1,-5.8%,·
COc1ccc(CCNC(=O)CCN2C(=O)C(C)Oc3ccc(C)cc32)cc1OC (configuration not stated),-2.1%,·
Cc1cccc(NC(=O)Cn2nnc(C(=O)NCc3cccs3)c2N)c1C,-3.5%,·
COC(=O)C1C(=O)C2=C(CC1C)NC(C)=C(C(=O)OC(C)C)C2c1ccc(OC)c(O)c1 (configuration not stated),-1.6%,-2.8
O=C(Nc1cccc(S(=O)(=O)N2CCCC2)c1)c1ccc2c(c1)OCO2,4.7%,14.8
Cc1onc(-c2ccccc2)c1C(=O)O/N=C(\N)c1ccc([N+](=O)[O-])o1,1.9%,4.7
CN1C(=O)S/C(=C\c2ccccc2OCc2ccc(C(=O)O)cc2)C1=O,4.6%,3.1
COc1cccc(C2NC(=O)c3ccccc3O2)c1OC (configuration not stated),1.9%,·
CN(C)S(=O)(=O)c1cc(NC(=O)CN2CCN(c3ccccc3)CC2)ccc1Cl,-8.9%,8.8
COc1cc(OC)cc(-c2nc3ccccc3c(=O)o2)c1,4.8%,·
COCCn1nnnc1C(C(C)C)N(Cc1cccnc1)Cc1ccccc1Cl (configuration not stated),0.2%,-9.1
CCn1c(SCC(=O)Nc2nc(-c3ccccc3)cs2)nnc1-c1ccccc1O,-1.7%,-5.2
CCN(C(=O)c1ccco1)c1nc(CC(=O)Nc2ccc(Cl)cc2)cs1,3.6%,8.5
CCn1c(Cc2ccccc2)nnc1SCC(=O)Nc1ccc(S(N)(=O)=O)cc1,-1.1%,4.8
Cc1ccc(COc2ccc(/C=N/NC(=O)c3nnn(-c4nonc4N)c3COc3ccc(F)cc3)cc2)cc1,1.2%,·
CCn1c2ccccc2c2cc(N)ccc21,-1.8%,-10.6

# Compounds from the list above containing a CF3 group (two):
SMILES,GlmU inhibition,Mtb RmlCD inh
COc1ccc(-c2cc(C(F)(F)F)nc(N3CCCCCC3)n2)cc1,-5.8%,2.0
CCOC(=O)CN(C)S(=O)(=O)c1ccc(-c2cc(C(=O)OC)sc2C(F)(F)F)cc1,-3.0%,12.4

# (more compounds)
SMILES,GlmU inhibition,Mtb RmlCD inh
O=C1C2C3C=CC(CO)(O3)C2C(=O)N1c1ccccc1-c1ccccc1 (configuration not stated),1.8%,0.4
COc1ccc(C#Cc2c(-c3ccsc3)oc3ccc(-c4cc(OC)c(OC)c(OC)c4)cc23)cc1,-2.7%,·
S=C(c1ccc2c(c1)OCO2)N1CCCC1,-3.7%,8.9
O=C(NC(NC1CCS(=O)(=O)C1)C(=O)c1ccccc1)c1ccc(Cl)cc1 (configuration not stated),2.0%,·
COc1cccc(N2CCN(C(=S)Nc3cc(C)cc(C)c3)CC2)c1,-9.5%,·
Cc1ccc(S(=O)(=O)N(CC(=O)N2CCc3ccccc3C2)c2cccc(Cl)c2)cc1,-5.2%,·
Cn1ccnc1C(=O)c1ccc(S(=O)(=O)N2CCCC2)cc1,5.0%,7.3
COc1ccc(NC(=O)CSc2nc3ccccc3c(=O)n2CCCN2CCC(C)CC2)c(OC)c1,-1.0%,1.3
COc1ccc(/C=C2/C(=O)NC(=O)N(Cc3ccco3)C2=O)cc1,1.79µM*,·
COc1ccc(C2C(C(=O)N3CCN(c4ccccn4)CC3)CC(=O)N2c2ccc(OC)cc2)cc1 (configuration not stated),-1.8%,·
O=C(CCN1C(=O)/C(=C/c2ccccc2)SC1=S)NNC(=O)c1ccncc1,-3.8%,-8.3
O=C(c1ccccc1C(=O)N1CCN(c2ccccc2F)CC1)N1CCN(c2ccccc2F)CC1,1.8%,0.7
COc1ccc(C)cc1NC(=O)CSc1nnc(CC(=O)Nc2ccccc2C)n1C,-7.6%,·
CC(C)N(C(=O)CS(=O)(=O)c1ccc(Cl)c(Cl)c1)C(C)C,-4.0%,-10.7
COc1ccccc1CNC(=O)C1CC(c2ccccc2F)=NO1 (configuration not stated),-0.8%,·
COc1ccc(/C=C/C2=CCN(Cc3ccc(OC)cc3)CC2)cc1,5.8%,-15.8
Cc1ccccc1N1C(=O)C(Oc2ccc(Cl)cc2)C1CNCCCOC(C)C (configuration not stated),5.1%,-5.6
COc1ccc(NS(=O)(=O)c2c(C)cc(C)cc2C)cc1,-5.0%,5.9
CC(=O)Nc1ccc(NC(=O)C2CCN(c3c(Cc4ccccc4)c(C)nc4ncnn34)CC2)cc1,1.7%,·
N#C/C(=C\c1ccc(Cl)cc1)C(=O)Nc1cccnc1,0.8%,49.0
COc1ccc(Cn2c(=O)sc3ccccc32)cc1,0.3%,3.2
CCCC(C(=O)NC1CCCC1)N(Cc1cccs1)C(=O)c1snc(C(N)=O)c1N (configuration not stated),-0.4%,3.5
COC(=O)C1=C(c2cc3ccccc3s2)C[C@@H]2CC[C@H]1N2C(=O)NCCS(C)=O (some centres not stated),-2.0%,·
COc1ccccc1C(=O)n1nc(-c2ccccc2)nc1NCc1ccco1,-3.8%,-8.7
Cc1c(/C=C(\CC(=O)O)c2nc3ccccc3s2)cc(C#N)n1C,1.8%,11.9
COc1ccc(NC(=O)Nc2cc(C)ccc2OC(F)F)c(OC)c1,-5.7%,7.7
CCOC(=O)N1CCN(C(=O)c2cccc(-n3c(=S)[nH]c4cc(Cl)ccc4c3=O)c2)CC1,2.6%,-5.4
Cc1ccc(NC(=S)N(CCN(C)C)C(C)c2cccnc2)cc1 (configuration not stated),3.9%,-4.5
CS(=O)(=O)N(CCc1ccccc1)CC(=O)Nc1ccccc1,5.0%,-2.4
CC(CO)(CO)NCc1ccc(-c2ccccc2)cc1,-4.5%,7.5
CC1(C)CC(=O)C(C=NCCCN2CCCC2=O)=C(O)C1,7.0%,·
COc1ccc(NC(=O)CCC2COc3ccccc3O2)c(OC)c1 (configuration not stated),-8.7%,·
CCOC(=O)N1CCN(Cc2nc(N)nc(Nc3ccc(OC)cc3)n2)CC1,-0.8%,-12.5
CCCc1nnc(NC(=O)CCC(=O)O)s1,4.1%,-10.4
O=Cc1cccc(OC(=O)c2ccc(Cl)cc2Cl)c1,1.4%,15.3
Cc1cc(-c2ccccc2)n2nc(C)c(-c3ccccc3)c2n1,1.6%,6.1
O=C(NCCCCc1ccccc1)C12CN(Cc3ccccc3)CC1C(c1ccc([N+](=O)[O-])cc1)=NO2 (configuration not stated),-3.9%,-5.1
COC(=O)C1=C(C)NC2=C(C(=O)CCC2)C1c1ccc(-c2ccsc2C(=O)OC)o1 (configuration not stated),-0.7%,-13.7
Cc1ccc(S(=O)(=O)c2nc(NCCCn3ccnc3)sc2Cl)cc1,-5.7%,·
COc1cc(/C=N/NC(=O)CSc2n[nH]c(=O)[nH]c2=O)cc(OC)c1O,0.5%,-1.4

# A portion of the library. The share of hits here may be higher or lower than overall.
